# Bioassay records: PubChem BioAssay, several laboratories
# Dynein cargo inh = inhibitors of GR-EGFP nuclear translocation, primary screen, dynein cargo transport inhibitor project, imaging, high-content, 3617.4 mouse cells; z-score, hits read low; AID 1381, 2008; 220,000 compounds, 0.47% hits; test concentration mostly 20 µM; stimulated with dexamethasone, 1 µM; hits give low values;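 active = plate z-score of nuclear minus cytoplasmic receptor signal below a set negative limit, without overly bright fluorescence or cell loss, cut at about -3.5 in these data, passing the limit was not always enough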;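 also: z-score of nuclear minus cytoplasmic ring GR-EGFP intensity difference per well; some compounds called inactive have numbers as strong as hits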
#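 medium = tetracycline-free induction medium containing charcoal-stripped FBS | probe or stimulus = dexamethasone, 1.0 µM final | timing = 48 h induction, then 1 h compound, then 30 min agonist, 37 °C | detection = automated 10x imaging of fixed Hoechst-stained cells | read-out basis = nuclear versus cytoplasmic GR-EGFP signal, averaged per well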
# UTI89 phage lysis = inhibition of K1F phage lysis, E. coli UTI89, bacterial capsule biogenesis inhibitors, alamar blue (AID 488966); E. coli UTI89 K1F phage lysis, alamar blue, 2 h; higher % means a stronger effect; one-dose inhibition, % at 100 µM; IC50 in µM for titrated hits; 340,000 compounds, 0.02% hits;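 active = phage lysis inhibition, versus mean bacterial control, above a set limit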;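 also: capsule biogenesis inhibitors block K1F phage lysis so surviving cells raise fluorescence; higher fluorescence means more inhibition of phage lysis; actives were called in the ten point dose series up to 300 µM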
# b-catenin transl = modulators of beta-catenin nuclear translocation, primary screen, imaging, HeLa cells, immunofluorescence, high-content | nuclear translocation activity, % at 5 µM | 190,000 compounds, 0.3% hits;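 active = nuclear translocation activity above 50% at 5 µM, with a well cell count of 50 or more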;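 also: per-cell ratio of nuclear to cytoplasmic median beta-catenin stain intensity; plate controls were DMSO negative control for no effect and GSK-3 inhibitor IX positive control for full effect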
#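 assay system = human HeLa cells, endogenous beta-catenin | times = compound treatment 24 h, 37°C, 5% CO2 | detection = Anti-beta-catenin immunofluorescence on PFA-fixed, Triton-permeabilized cells, DAPI nuclei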
# CSM14.1 death rescue = rescue of cells from ER stress-induced death, primary screen, 384-well, CSM14.1, thapsigargin, ATP luminescence (AID 1222) | one-dose cellular ATP content (survival), % at 20 µM; EC50 in µM for titrated hits | 190,000 tested, under 10 active | CSM14.1 thapsigargin-induced death rescue, ATP luminescence; higher % means a stronger effect;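 active = EC50 below 50 µM in the dose-response confirmation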;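 also: death triggered by thapsigargin at about 15 µM added after 2 h compound pretreatment; cell ATP read after overnight thapsigargin exposure of roughly 18 to 22 hours; normalized against plate controls of thapsigargin alone and 5% DMSO vehicle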
# Autophagy HCS = autophagy modulators in MEF cells, primary screen, imaging, high-content, MEF GFP-LC3; MEF GFP-LC3 puncta imaging; test concentration mostly 10 µM; calls only at 10 µM (by protocol); 190,000 compounds, 0.98% hits;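 active = percentage of spot-positive cells more than 3 SD above its plate mean, without a fluorescence outlier flag or 80% toxicity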;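 also: spot-positive cell cutoff set from DMSO-treated cells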
# Insulin prom up = insulin promoter activators in MIN6 cells, imaging, high-content screening, mouse beta cells; MIN6 insulin promoter-GFP reporter; hits give high values; 190,000 compounds, 0.3% hits; z-score at 5 µM;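 active = z-score above 3 at 5 µM with at least 500 cells counted in the well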
# MT stabilizer = microtubule stabilizers in HeLa cells, primary screen, imaging, high-content imaging; HeLa tubulin immunostaining HCS, 24 h; share of cells brighter than vehicle mean+2SD; % tubulin-high responders, % at 10 µM; 200,000 compounds, 0.83% hits; AID 2205, 2009;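 active = plate Z-score above 3 for both tubulin-high and condensed-nucleus cell shares, with cell loss under 80%, at 10 µM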;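 also: anti alpha tubulin signal scored within the nucleus-defined area of each cell; some results filed as inactive read as strong as hits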
# P. falciparum M1AAP = P. falciparum M1AAP inhibitors, biochemical, fluorogenic H-Leu-NHMec substrate, 1536-well (AID 1445). Aminopeptidase N (Plasmodium falciparum (isolate 3D7)). recombinant M1AAP, H-Leu-NHMec fluorogenic kinetic assay; higher % means a stronger effect. one-dose inhibition, % at 30 µM; IC50 in µM for titrated hits. 220,000 compounds, 0.42% hits;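 active = primary inhibition above the hit cutoff, then over 50% inhibition at one or more dose response concentrations, cut at about 23% in these data, passing the limit was not always enough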;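 also: plate controls were DMSO full reaction for no effect and no enzyme background for full effect; strong numbers were not always called active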
# M17LAP inhibition = P. falciparum M17LAP inhibitors, primary screen, biochemical, fluorogenic H-Leu-NHMec substrate, 1536-well (AID 1619) | Leucine aminopeptidase (Plasmodium falciparum (isolate 3D7)) | recombinant M17LAP, H-Leu-NHMec fluorogenic kinetic assay; higher % means a stronger effect | inhibition, % at 30 µM; hits with a dose series show IC50 in µM | 220,000 compounds, 0.38% hits;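 active = compound inhibiting the enzyme by more than half at any dose during confirmatory dose-response retesting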;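 also: plate controls were full reaction with DMSO carrier for no effect and no enzyme background for full effect; strong numbers were not always called active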
# Dynein cargo inh cytoplasmic EGFP = second read-out of Dynein cargo inh, no call of its own (marks repeat the call); z-score; measured here: cytoplasmic GR-EGFP intensity; hits give high values
# Dynein cargo inh nuclear GR-EGFP = further read-out of Dynein cargo inh, marked with its call; z-score; measured here: nuclear GR-EGFP intensity;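 lower value marks the stronger effect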
# Dynein cargo inh cell count = recorded beside Dynein cargo inh, whose call it bears; z-score; measured here: cell count per field
# Insulin prom up cell count = also measured in Insulin prom up; calls as there; cell count; measured here: cytotoxicity, nuclei count;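 total cells summed across four imaged fields per well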
# b-catenin transl cell count 5 µM = further read-out of b-catenin transl, marked with its call; cell count; measured here: cell count, cytotoxicity flag
# MT stabilizer Hoechst-high % = also measured in MT stabilizer; calls as there; % Hoechst-high responders; measured here: nuclear condensation Hoechst responders;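 share of cells brighter than vehicle mean plus two SD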
# MT stabilizer cytotoxicity % = second read-out of MT stabilizer, no call of its own (marks repeat the call); toxicity, %; measured here: cytotoxicity by cell density;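 0% = mean cell density of plate MIN control wells and 100% = no cells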
# Autophagy HCS cell loss 18 h = further read-out of Autophagy HCS, marked with its call; toxicity, %; measured here: cell loss, nuclei count;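 cell loss after 18 h compound exposure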
# * marks the source's active call; other numbers are inactive results; i = inactive; . = not tested or not shown; [ ] = another dose, or the depositor's remark. Rows were taken by chance; overall some 2.9% were active at least once.
compound	Dynein cargo inh	Dynein cargo inh cytoplasmic EGFP	Dynein cargo inh nuclear GR-EGFP	Dynein cargo inh cell count	UTI89 phage lysis	b-catenin transl	b-catenin transl cell count 5 µM	CSM14.1 death rescue	Autophagy HCS	Autophagy HCS cell loss 18 h	Insulin prom up	Insulin prom up cell count	MT stabilizer	MT stabilizer Hoechst-high %	MT stabilizer cytotoxicity %	P. falciparum M1AAP	M17LAP inhibition
COc1cccc(/C=C/C(=O)Oc2ccc(C(=O)c3ccc(F)cc3)cc2)c1	-0.76	-0.28	-0.45	1.8	3.0%[50 µM]	0.8	1036	-0.2%	i	0	-0.01	1450	2.6	3.0	9.1	9%	17%
Cc1c(C(=O)OC2CCCC2C)[nH]c2c1C(=O)CCC2 (stereo unspecified)	-0.42	-0.15	0.0077	0.23	-1.6%	-1.5	1095	.	i	-15	.	.	2.5	1.5	8.1	-1%	-4%
Cc1ccc(C)c(NC(=O)CSc2nnc(-c3ccccc3C)o2)c1	-0.78	-0.24	-0.001	-0.12	1.2%	-8.6	1004	1.9%	i	18	-1	1583	6.8	3.4	0.5	0%	-1%
CC1CCC/C(=N\NS(=O)(=O)c2ccccc2)C1 (stereo unspecified)	0.44	-0.21	0.093	-0.27	0.2%	-0.7	1109	.	.	.	0.16	1411	.	.	.	-1%	0%
CCc1cccc(NC(=O)Cc2cn(C)c3ccccc23)c1	-0.27	-0.18	0.7	0.68	0.9%	4.5	1354	-2.2%	i	-34	-0.59	1372	2.6	1.7	11	10%	11%
Cc1cccc(CN2CCCC(C(=O)N3CCc4ccccc4C3)C2)c1 (stereo unspecified)	-0.29	-0.36	0.11	0.29	-0.2%	-4.9	1155	-3.9%	i	-12	.	.	2.7	2.2	5.0	-5%	6%
C=CCn1c(SCC#N)nnc1-c1ccc2ncccc2c1	-0.54	0.17	0.12	0.44	-1.3%	-0.5	1362	.	.	.	-0.02	1147	.	.	.	2%	18%
O=C(OCCN1CCOCC1)c1ccc(OCCN2CCOCC2)cc1	0.11	-0.2	0.35	0.87	0.6%	.	.	-1.8%	i	-21	0.68	1051	1.4	1.1	10.0	-5%	3%
COc1ccc(CNC(=O)c2cccc(NC(=O)c3ccccc3)c2)cc1	-0.81	-0.13	-0.59	-0.001	0.0%	0.6	1548	-1.4%	i	8	0.24	1092	1.1	2.6	5.0	3%	3%
CC1CC(CC(C)C(=O)NC(=S)Nc2ccc(S(N)(=O)=O)cc2)C(=O)O1 (stereo unspecified)	-0.08	-0.19	0.02	-0.49	.	1.3	995	-1.4%	i	-6	-0.27	1150	2.4	2.1	3.4	4%	15%
CCC(=O)NCCN1CCN(C(=O)CC)CC1	0.56	-0.15	0.18	-0.33	0.1%	.	.	-2.8%	i	4	0.43	1226	2.2	2.9	8.2	-2%	-8%
CCOC(=O)c1c(C)nc(C)c(C(=O)OCC)c1-c1ccc(O)c(OC)c1	-0.65	-0.3	-0.28	0.7	-1.3%	-0.3	1100	-4.8%	i	7	-0.07	1380	3.6	2.0	8.3	12%	4%
CC(Nc1ncnc2nc[nH]c12)c1ccccc1 (stereo unspecified)	-0.44	-0.23	-0.017	0.74	-1.8%	1.3	1117	.	i	-11	.	.	1.8	1.4	4.1	16%	2%
O=S(=O)(Nc1ccc(S(=O)(=O)N2CCCCC2)cc1)c1cccs1	-0.89	-0.24	-0.28	0.18	2.7%	.	.	-2.5%	i	1	0	1230	2.2	2.0	4.3	-4%	16%
CCCCCCOC1(c2ccccc2)OC(=O)c2ccccc21 (stereo unspecified)	-0.063	-0.14	0.27	0.44	4.4%	0.5	1375	-0.6%	i	25	-0.18	1637	4.2	2.3	2.2	1%	0%
COc1cc(/C=N/Nc2ccc(F)cc2F)cc(OC)c1O	-0.6	-0.13	-0.21	-0.21	-5.3%	-0.3	1017	-0.8%	i	-2	-0.24	1348	2.6	2.1	6.2	7%	21%
O=C(Cn1cnc2c(nnn2-c2ccc(F)cc2)c1=O)N1CCCC1	-0.9	-0.23	-0.27	0.84	0.7%	-3.2	902	-0.2%	i	3	0.4	1414	1.9	2.1	11	-1%	-9%
COc1ccccc1N1CCN(C(=O)c2ccc(Cn3c(=S)[nH]c4cc5c(cc4c3=O)OCO5)cc2)CC1	-0.024	-0.37	0.026	0.58	0.4%	-1.4	1157	-14%	i	1	-0.92	1273	1.1	1.9	2.9	22%	2%
O=C(C1CC1)N1CCC(C(O)(c2ccccc2)c2ccccc2)CC1	-0.73	-0.21	-0.055	0.11	2.9%	-6.7	1175	5.3%	i	28	0.91	909	1.4	1.0	6.3	-1%	-6%
O=C(/C=N/O)Nc1ccc(F)cc1	0.21	-0.13	-0.2	-0.3	0.0%	0.5	1080	-0.5%	i	1	0.35	1276	2.6	1.7	7.3	4%	5%
Cc1nc(S(=O)(=O)c2ccc(Cl)cc2Cl)nc2c1CCC2	-0.08	-0.24	-0.58	0.58	0.1%	.	.	1.6%	i	4	.	.	0.8	1.4	6.9	0%	3%
COC1(NS(=O)(=O)c2ccc(Br)cc2)C(C)=CC(=O)C=C1C	-1.4	-0.064	-0.87	0.055	-0.5%	0.9	1076	-0.1%	i	35	-0.21	1271	2.5	1.1	1.6	-1%	-4%
O=C(NCCc1ccccn1)C(F)(F)C(F)(F)C(F)(F)C(F)(F)C(F)(F)C(F)(F)C(F)(F)C(F)F	-1	-0.19	-0.52	0.21	0.6%[50 µM]	-2.7	1091	-2.2%	i	-7	0.31	1275	5.2	1.7	12	8%	9%
COc1ccc(NC(=O)Cn2cnc3c(cnn3-c3ccc(C)c(C)c3)c2=O)c(OC)c1	0.49	-0.23	0.57	-0.78	2.1%	3.6	1411	-2.7%	i	7	-0.15	1287	4.4	2.3	3.4	4%	6%
COc1cc([N+](=O)[O-])ccc1NC(=O)Cc1ccc(C)cc1	-0.27	-0.31	0.0044	0.32	0.0%	-2.5	1078	1.6%	i	7	0.38	1507	3.4	1.2	8.5	3%	-2%
CCn1c(C)cc2c(c1=O)C(c1ccc3c(c1)OCO3)C(C#N)=C(N)O2 (stereo unspecified)	0.6	-0.14	0.054	-0.0025	-0.3%	.	.	4.4%	i	-2	.	.	2.2	2.3	8.1	7%	6%
Oc1ccc(-c2cn3ccccc3n2)cc1	-0.54	-0.25	-0.66	0.76	-0.2%	1.3	1284	.	.	.	0.8	1438	.	.	.	6%	-5%
Cc1ccc2nc(NC(=S)NC(=O)c3ccco3)sc2c1	0.34	-0.33	-0.2	0.28	1.2%[50 µM]	-0.8	470	-7.9%	i	8	-3	597	7.2	2.9	11	9%	3%

# Structural class, the compounds so far with four or more nitrogen atoms
compound	Dynein cargo inh	Dynein cargo inh cytoplasmic EGFP	Dynein cargo inh nuclear GR-EGFP	Dynein cargo inh cell count	UTI89 phage lysis	b-catenin transl	b-catenin transl cell count 5 µM	CSM14.1 death rescue	Autophagy HCS	Autophagy HCS cell loss 18 h	Insulin prom up	Insulin prom up cell count	MT stabilizer	MT stabilizer Hoechst-high %	MT stabilizer cytotoxicity %	P. falciparum M1AAP	M17LAP inhibition
C=CCn1c(SCC#N)nnc1-c1ccc2ncccc2c1	-0.54	0.17	0.12	0.44	-1.3%	-0.5	1362	.	.	.	-0.02	1147	.	.	.	2%	18%
CC(Nc1ncnc2nc[nH]c12)c1ccccc1 (stereo unspecified)	-0.44	-0.23	-0.017	0.74	-1.8%	1.3	1117	.	i	-11	.	.	1.8	1.4	4.1	16%	2%
O=C(Cn1cnc2c(nnn2-c2ccc(F)cc2)c1=O)N1CCCC1	-0.9	-0.23	-0.27	0.84	0.7%	-3.2	902	-0.2%	i	3	0.4	1414	1.9	2.1	11	-1%	-9%
COc1ccccc1N1CCN(C(=O)c2ccc(Cn3c(=S)[nH]c4cc5c(cc4c3=O)OCO5)cc2)CC1	-0.024	-0.37	0.026	0.58	0.4%	-1.4	1157	-14%	i	1	-0.92	1273	1.1	1.9	2.9	22%	2%
COc1ccc(NC(=O)Cn2cnc3c(cnn3-c3ccc(C)c(C)c3)c2=O)c(OC)c1	0.49	-0.23	0.57	-0.78	2.1%	3.6	1411	-2.7%	i	7	-0.15	1287	4.4	2.3	3.4	4%	6%
